Screening results deposited in PubChem by several laboratories.
SR-BI HDL uptake: mouse SR-BI HDL lipid transfer inhibition | AID 488896 | inhibition, % at 12.5 µM | Q61009 | ldlA[mSR-BI] CHO cells, DiI-HDL uptake fluorescence, 3 h | 0.96% of 320,000 active;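 active means mean replicate inhibition of at least 70% and a set share of replicates each scoring 70 or more; inconclusive means meets just one of the two criteria; inactive means fails both criteria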;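 further: 0% = median of neutral control wells and 100% = median of positive control wells; values of inactives mirror those of a sister screen read the other way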
Arrestin-AP2 inh: human beta-arrestin and AP2 interaction inhibition. FITC-arrestin peptide / GST-AP2 beads, flow cytometry; AP2 beta2 appendage carries R879A mutation. inhibition, % at 10 µM. 0.31% of 340,000 active. AID 504490;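 active means inhibition above a set limit, near 3 SD of compounds lacking own fluorescence, cut at about 54% in these data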;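 further: plate controls were DMSO wells for no effect and 5 µM unlabelled arrestin peptide for full effect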
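System: GST-AP2 R879A glutathione beads | Also added: FITC-arrestin peptide, 50 nM | Times: 12 min plus 1 h, RT | Signal: Bead flow cytometry, FITC channel | Buffer or medium: PBS with 0.05% Tween 20 and 0.1% BSA | Read-out basis: Percent drop in bead-associated FITC signal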
Keap1 Nrf2 FP: Keap1-Nrf2 (human) interaction inhibition | Q14145 | Keap1 Kelch-Nrf2 peptide fluorescence polarization, 1536-well | inhibition, % at 9.4 µM | 0.15% of 340,000 active; in the data active means inhibition above about 12%; inconclusive means no clear call, values can overlap the other calls; inactive means below about 7.3%;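 further: human Keap1 Kelch domain with fluorescein labeled Nrf2 9mer peptide probe; 0% = neutral control wells and 100% = peptide positive control; higher means more block of Keap1 binding to Nrf2 peptide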
Target sequence (Q14145 whole entry, looked up, the tested form may be a part): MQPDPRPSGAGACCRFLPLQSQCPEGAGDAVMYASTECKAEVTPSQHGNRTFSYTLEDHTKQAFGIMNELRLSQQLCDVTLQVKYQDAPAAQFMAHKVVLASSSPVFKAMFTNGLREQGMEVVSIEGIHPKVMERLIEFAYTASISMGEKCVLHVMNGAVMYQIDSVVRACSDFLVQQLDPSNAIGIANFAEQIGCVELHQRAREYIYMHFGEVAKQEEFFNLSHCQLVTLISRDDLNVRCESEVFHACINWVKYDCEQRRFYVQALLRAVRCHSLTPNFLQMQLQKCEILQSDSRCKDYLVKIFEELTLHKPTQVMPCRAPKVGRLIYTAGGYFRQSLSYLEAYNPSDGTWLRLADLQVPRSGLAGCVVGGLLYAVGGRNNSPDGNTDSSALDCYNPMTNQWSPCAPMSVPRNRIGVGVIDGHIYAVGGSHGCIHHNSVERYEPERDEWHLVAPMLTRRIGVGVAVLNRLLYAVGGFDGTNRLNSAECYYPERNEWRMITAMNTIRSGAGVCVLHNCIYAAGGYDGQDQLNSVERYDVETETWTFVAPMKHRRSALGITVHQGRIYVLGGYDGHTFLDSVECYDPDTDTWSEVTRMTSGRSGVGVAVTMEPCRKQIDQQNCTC
DAGLB inhibitor: diacylglycerol lipase beta (human) inhibition. Q8NCG7. inhibition, % at 5.17 µM. 0.059% of 340,000 active. HEK293T DAGLB membrane lysate, EnzChek fluorogenic substrate; in the data active means inhibition above about 34%;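 further: 0% = enzyme with vehicle and 100% = wells lacking enzyme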
SR-BI uptake up: enhances SR-BI lipid uptake from DiI-HDL; activation, % at 12.5 µM; CHO ldlA[mSR-BI] cells, DiI-HDL uptake fluorescence, 3 h; 100 = double the neutral-control signal; 0.096% of 320,000 active; AID 504775;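 active means mean replicate activation of at least 60% and every replicate at or above 60%; inconclusive means mean or all-replicate condition met, but not both; inactive means mean below 60% and not all replicates reaching 60%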;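 further: 0% = median plate neutral-control signal and 100% = twice that signal; values of inactives mirror those of a sister screen read the other way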
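Assay system: CHO ldlA[mSR-BI] cells, LDL receptor-null, SR-BI overexpressing; medium: Ham's F12 with 0.5% BSA, HEPES 25 mM, pH 7.4; also added: DiI-HDL 10 µg/mL; timing: 3 h uptake period with compound, 37 °C; signal: DiI fluorescence, bottom read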
LANA DNA inh: inhibitors of KSHV LANA C-terminal domain DNA binding. AID 504423. 0.078% of 340,000 active. inhibition, % at 9 µM. MBP-C-LANA/FAM-LBS DNA binding, fluorescence polarization;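 active means highest replicate inhibition at or above 60% at 9 µM, even if other replicates fall short; inactive means all replicates below 60% inhibition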;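 further: 0% = neutral control wells and 100% = 4 µM acridine orange control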
NSD2 inh: inhibitors of human histone methyltransferase NSD2. NSD2 peptide methylation, AlphaScreen, 120 min. inhibition, % at 12.5 µM. 0.54% of 310,000 active; in the data active means inhibition above about 50%
PvdQ acylase: blocks Pseudomonas aeruginosa PvdQ acylase activity. 0.063% of 340,000 active. inhibition, % at 10 µM. purified PvdQ acylase, fluorescence plate reader; in the data active means inhibition above about 30%, passing the limit was not always enough; inconclusive means no clear call, values can overlap the other calls;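 further: 0% = vehicle neutral wells and 100% = reference inhibitor wells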
PKA-R2B activ: activates the human PKA-R2B holoenzyme complex | PKA-R2B holoenzyme dissociation, Cy5-IP20 fluorescence polarization; R2B truncated from residue 108, S112A mutant; 0% DMSO only, 100% 113 µM cGMP | activation, % at 11.4 µM | 0.079% of 340,000 active | AID 504700;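 active means activation above a cutoff set at the mean over all compounds plus 3 SD, cut at about 18% in these data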;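 further: higher means more holoenzyme dissociation and a rise in polarization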
Target sequence (P31323 whole entry, looked up, other chains not shown, the tested form may be a part): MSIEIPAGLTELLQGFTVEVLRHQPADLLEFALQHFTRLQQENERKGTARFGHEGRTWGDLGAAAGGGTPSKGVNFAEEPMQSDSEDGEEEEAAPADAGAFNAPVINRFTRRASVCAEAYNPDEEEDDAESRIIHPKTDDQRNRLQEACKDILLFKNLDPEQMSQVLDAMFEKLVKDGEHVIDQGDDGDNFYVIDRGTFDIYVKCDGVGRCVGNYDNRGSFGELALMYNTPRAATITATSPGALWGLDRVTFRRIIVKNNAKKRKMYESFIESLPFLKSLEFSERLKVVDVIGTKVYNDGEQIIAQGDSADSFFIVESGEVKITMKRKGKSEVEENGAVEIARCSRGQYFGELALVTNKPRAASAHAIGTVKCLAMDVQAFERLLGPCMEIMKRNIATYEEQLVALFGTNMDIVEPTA
Cardiac RTF inh: cardiac RTF calcium desensitization | 0.12% of 340,000 active | IANBD-labeled cardiac RTF, Ca2+ fluorescence | inhibition, % at 7.15 µM | P19429+P45379;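 active means inhibition above the mean inhibition of all tested compounds plus 3 SD, cut at about 17% in these data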;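 further: assay run at fixed EC70 calcium of 1.6 mM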
Active calls of the source: *; ? = inconclusive; · = no result given; & = joins results of further samples.

smiles | Arrestin-AP2 inh | SR-BI uptake up | SR-BI HDL uptake | Cardiac RTF inh | PKA-R2B activ | LANA DNA inh | PvdQ acylase | DAGLB inhibitor | Keap1 Nrf2 FP | NSD2 inh
COc1ccc(NC(=O)CN(C)C(=O)c2c(-c3c(F)cccc3Cl)noc2C)cc1 | -1 | 18 | -18 | -12 | -16 | 0.7 | -13 | -2 | 1 | ·
C/C(=N\NC(=O)c1ccc(Cn2cc(Br)cn2)o1)c1cccc(NC(=O)C(C)C)c1 | -1 | -43 | 43 | 5 | -1 | -1.3 | 13 | -4 | ? | 2
CC(/C=N/NC(=O)CNc1n[nH]c(=O)[nH]c1=O)c1ccccc1 (configuration not stated) | 6 | · | · | 0 | -1 | -0.4 | -4 | 1 | -4 | -5
COc1ccc2nc(NC(=O)CSc3nnc(N)s3)sc2c1 | -10 | -21 | 21 | 0 | -15 | -0.1 | -8 | 1 | -3 | ·
O=C(CN1CCCCCC1)Nc1ccc(Br)cc1Br | 4 | -7 | 7 | 1 | 5 | 0.0 | -17 | -12 | 1 | -2
O=C(Cc1ccccc1)Nc1cccc(N2CCCC2)c1 | -4 | -14 | 14 | -6 | -2 | 0.3 | -7 | 6 | 2 | -1
O=C(CNCc1ccc(Cl)cc1)Nc1cc(S(=O)(=O)N2CCCC2)ccc1Cl | 2 | -32 | 32 | -9 | 2 | 1.8 | -12 | -5 | -1 | 0
COc1ccc(-n2c(C)n[nH]c2=O)cc1 | 27 | 6 | -6 | 5 | 2 | 0.8 | 0 | 0 | 2 | 5
Cc1ccc(-n2c(SCC(=O)Nc3ccc4cn[nH]c4c3)nnc2-c2ccco2)cc1 | -4 | -12 | 12 | -7 | -6 | -0.3 | 16 | -6 | 2 | 1
O=C(CSc1oc(-c2ccco2)nc1S(=O)(=O)c1ccc(Cl)cc1)NCC1CCCO1 (configuration not stated) | 0 | 16 | -16 | -3 | -8 | -1.2 | 0 | 3 | -6 | 6
Cc1cc2ccccc2n1CCNC(=O)Cc1ccccc1 | 14 | 3 | -3 | -13 | -2 | -0.1 | -8 | 2 | 2 | ·
COc1ccc(N2C(=O)CC2(C#N)c2ccc(OCc3ccccc3)cc2)cc1 (configuration not stated) | 17 | 2 | -2 | -19 | -2 | -0.7 | -7 | -1 | -3 | 3
Cc1ccc(C(C(=O)NC2CCCC2)N(C(=O)c2csnn2)C2CC2)cc1 (configuration not stated) | -6 | 18 | -18 | 5 | 1 | 0.9 | 1 | -3 | 3 | 2
CCCCNC(=S)NNC(=O)c1ccco1 | -1 | 12 | -12 | 0 | 1 | 1.1 | 4 | -2 | -5 | -2
CCOc1ccc(CN(C)C(=O)CNC(=O)Cc2cccc3ccccc23)cc1 | 2 | 2 | -2 | 2 | -4 | -0.2 | -10 | 1 | 1 | -4
O=C(Nc1nnc(CSCc2ccc(F)cc2)s1)c1cccc([N+](=O)[O-])c1 | 5 | 20 | -20 | -3 | 0 | -3.8 | 5 | -1 | 2 | -2
Cc1noc(C)c1S(=O)(=O)N(C)C[C@H]1Oc2c(NC(=O)Nc3ccccc3)cccc2C(=O)N([C@H](C)CO)C[C@@H]1C | 5 | 1 | -1 | -23 | -12 | 0.4 | -13 | 0 | -8 | ·
CCOCC(=O)Nc1cccc(SC)c1 | -4 | 4 | -4 | -7 | -6 | -1.5 | -8 | -2 | -2 | -1
Cn1c(=O)oc2cc(S(=O)(=O)Nc3ccc(O)cc3)ccc21 | 0 | 17 | -17 | -2 | 9 | -0.1 | -15 | -3 | -8 | 3
COc1ccc(-c2noc(-c3cccc(Cl)c3)n2)cc1OC | -5 | -32 | 32 | -7 | 5 | -1.9 | -5 | -3 | -2 | 1
CC1CC(C)CN(C(=O)Cn2nnc(-c3ccccc3)n2)C1 (configuration not stated) | -3 | · | · | -27 | -1 | -4.3 | -22 | -2 | -29 | -1
CC(C)[C@H](NC(=O)N1CCn2c1nc1ccccc12)C(=O)N[C@H](Cc1ccccc1)C(=O)O | 1 | 11 | -11 | -3 | -12 | 1.3 | 8 | 0 | 1 | ·
Cn1c(=O)c2[nH]c(=O)[nH]c2n(C)c1=O | 0 | -1 | 1 | -6 | 3 | 0.9 | -26 | -1 | -2 | ·
CCOC(=O)N1CCN(C(=O)CCCn2c(=O)[nH]c3ccccc3c2=O)CC1 | 24 | -14 | 14 | -9 | 5 | -0.1 | 1 | 3 | -2 | -4
Cc1ccc(C(=O)C2=C(O)C(=O)N(Cc3cccnc3)C2c2cccc([N+](=O)[O-])c2)o1 (configuration not stated) | 21 | -1 | 1 | -7 | 1 | 1.5 | -4 | -3 | 0 | -1
CCOC(=O)N1CCC(N2CC34C=CC(O3)C(C(=O)Nc3ccc(OCC)cc3)C4C2=O)CC1 (configuration not stated) | 4 | 2 | -2 | -4 | 1 | -0.9 | 6 | 2 | -3 | ·
CCN1CCN(C(=O)CN2C(=O)c3ccccc3S2(=O)=O)CC1 | -5 | 4 | -4 | -11 | -6 | 0.8 | -13 | -1 | 0 | -1
C[C@H](NC(=O)c1[nH]cnc1C(=O)Nc1ccon1)c1ccccc1 | 28 | 11 | -11 | 5 | -3 | 0.3 | -1 | -5 | 0 | ·
COC(=O)c1nn(-c2c(C)n(C)n(-c3ccccc3)c2=O)cc1O | 7 | 31 | -31 | -14 | 10 | 0.2 | -2 | 2 | 3 | 0
CC(N=C(NC#N)Nc1ccncc1)C(C)(C)C (configuration not stated) | 4&6 | 10&1 | -9&-1 | 2&14 | 4&0 | 1.1&-0.6 | 7&-5 | 1&2 | -1&2 | ·
CSCC[C@H](NC(=O)C(C)(C)Oc1ccc(Cl)cc1)c1nc2ccccc2[nH]1 | 16 | -18 | 18 | -13 | -13 | -0.2 | -16 | -1 | 0 | 2
Cc1nc(CNC(=O)CC2C(=O)NCCN2Cc2cccc(Oc3ccccc3)c2)cs1 (configuration not stated) | 1 | 23 | -23 | -16 | 7 | 1.7 | -1 | 4 | -7 | 0
C[C@H](CO)N1C[C@H](C)[C@@H](CN(C)S(C)(=O)=O)Oc2ccc(NC(=O)Nc3ccc4c(c3)OCO4)cc2C1=O | 3 | 0 | 0 | -11 | 4 | -0.2 | -8 | -2 | -4 | ·
CC(OC(=O)c1cc2sccc2n1C)C(=O)NCc1ccc(F)cc1 (configuration not stated) | 22 | -24 | 24 | 9 | -8 | 0.0 | -1 | -7 | 5 | 0
Cc1cc(C)nc(Nc2ccccc2F)n1 | 4 | -13 | 13 | -9 | -1 | 2.9 | -11 | -3 | 2 | 0
Cc1c(C(=O)NCc2ccc3c(c2)OCO3)sc2nc(-c3ccc(F)cc3)cn12 | -1 | -2 | 2 | 3 | 5 | 0.4 | -8 | 1 | 1 | ·
CCCCNC(=O)CN1CCN(Cc2ccc3cc(OC)ccc3c2)CC1 | 9 | -1 | 1 | -15 | 4 | -0.5 | -6 | 0 | 2 | 1
CCN1C(=O)/C(=C\c2cccc(OC(=O)c3ccco3)c2)SC1=S | 26 | · | · | 2 | -3 | -1.4 | -6 | -2 | 0 | 1
C#CCOCCOCCOCCNc1nc(N2CCN(C(=O)C(Cc3cc4ccccc4[nH]3)n3cc(C(N)Cc4ccc(O)cc4)nn3)CC2)nc(N2CCN(C(=O)C(CCC(=O)O)n3cc(C(N)C(C)CC)nn3)CC2)n1 (configuration not stated) | 3 | 33 | -33 | -2 | -10 | -4.2 | 3 | 4 | 0 | ·
Cc1ccc(C)c(NC(=O)CCc2nnc3ccc(N4CCCC4)nn23)c1 | 1 | -36 | 36 | -7 | -5 | -0.6 | -16 | 1 | -3 | -2
CCCCNCCOCCOc1ccccc1-c1ccccc1 | -10 | -14 | 14 | -13 | -7 | 2.8 | -5 | 0 | 2 | 6
COc1ccc(OC)c(C2C(C(=O)c3ccc(C)o3)=C(O)C(=O)N2c2cc(C)on2)c1 (configuration not stated) | 59* | -2 | 2 | -15 | 7 | -0.3 | 9 | 2 | -2 | 3
O=C(N/N=C\c1ccc(CNS(=O)(=O)c2ccccc2)o1)C(=O)Nc1ccc(F)cc1 | 7 | -17 | 17 | 8 | -9 | 0.2 | -10 | 0 | 2 | -5
COc1ccccc1NC(=O)CSc1nnc2ccccn12 | 3 | 16 | -16 | -14 | 4 | -2.5 | 11 | -6 | 2 | -1
COc1ccc(N2CC(C(=O)NC3CCCCC3)CC2=O)cc1 (configuration not stated) | 1 | · | · | -6 | 0 | -0.3 | -10 | 0 | -4 | 0
Fc1cccc(Cl)c1CSc1ccc(-c2cccnc2)nn1 | -6 | · | · | -12 | 9 | 2.1 | -12 | -2 | -1 | ·
O=C(Cc1cccs1)NCCSc1c(-c2ccc(Cl)cc2)[nH]c2ccccc12 | -1 | -70 | ? | -6 | 2 | 0.2 | -10 | -1 | -2 | ·
Cc1ccc(C)c(CN2CCC(CNC(=O)Nc3ccc(Cl)cc3)CC2)c1 | -19 | -8 | 8 | -6 | -6 | 0.6 | -14 | -1 | -3 | 1
COc1cc(NC(=O)C2CCCCC2)c(OC)cc1NC(=O)c1ccccc1 | -1 | -38 | 38 | -21 | 1 | 0.3 | -8 | -1 | -3 | 1
Cc1cc(C)n(-c2c(F)c(F)c(COC(=O)c3ccccc3)c(F)c2F)n1 | 0 | -11 | 11 | -2 | -8 | 2.0 | -14 | -18 | 1 | 0
O=C(Oc1cccc(N2C(=O)CCC2=O)c1)c1ccccc1 | -1 | 5 | -5 | -21 | -7 | 1.6 | -11 | 0 | -2 | 1
COc1ccc(/C=C2\SC(=O)N(CCNC(=O)CN3C(=O)NC4(CCCC4)C3=O)C2=O)cc1 | 9 | -11 | 11 | -3 | 4 | 0.2 | 7 | 1 | -3 | 1
Cc1ccc(NC(=O)CSc2nnc(Cn3cnc4ccccc43)o2)cc1 | 28 | -7 | 7 | 7 | 7 | -0.3 | 2 | -3 | 1 | ·
CCc1cc2c(NCCO)ncnc2s1 | 6 | 6 | -6 | -2 | -6 | 0.6 | -10 | -2 | -2 | -4

2 entries from above, with values under each structure:
Below each SMILES – Arrestin-AP2 inh, SR-BI uptake up, SR-BI HDL uptake, Cardiac RTF inh, PKA-R2B activ, LANA DNA inh, PvdQ acylase, DAGLB inhibitor, Keap1 Nrf2 FP, NSD2 inh
O=C(Oc1cccc(N2C(=O)CCC2=O)c1)c1ccccc1
    -1, 5, -5, -21, -7, 1.6, -11, 0, -2, 1
CCc1cc2c(NCCO)ncnc2s1
    6, 6, -6, -2, -6, 0.6, -10, -2, -2, -4
